Screening results from PubChem.
Epigenetic mod = epigenetic modulators derepressing GFP locus in mouse cells; mouse C127i GFP locus derepression, cytometry, 30 h; Potency, µM (series often up to 46.1 µM), for the others: at the highest dose GFP derepression (activation); 0.09% of 68,000 active; AID 597; note: % of control where 0% means no effect
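Derepression screen: silenced CMV-GFP reporter in murine C127i cells, 30 h compound incubation at 37 C, washed cells imaged by laser-scanning cytometer to enumerate GFP-expressing objects of 20 to 120 um.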
Fluorescein autfl = fluorescein region autofluorescence; Compound autofluorescence, 480/540 nm, fluorescein-equivalent; stronger effect = higher value; AID 593; max fluorescein-equivalent concentration, M; 0.91% of 59,000 active; in the data active = max fluorescein-equivalent concentration above about 10 nM; inconclusive = between about 1.1 nM and that limit
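Normalized response (dye-equivalent concentration) derives from comparing each well's 540 nm emission, under 480 nm excitation, with plate-resident fluorescein standards. Compounds were held in 100 mM Tris, pH 8.0, for 15 min at room temperature.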
4MU fluor = compounds fluorescent in 4-MU spectral region; compound autofluorescence, 340/450 nm, 4-MU equivalents; stronger effect = higher value; max dye-equivalent concentration, M; 11% of 59,000 active; AID 589; in the data active = max dye-equivalent concentration above about 10 nM; inconclusive = mostly about 1.1 nM to 9.6 nM
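Compounds in 100 mM Tris, pH 8.0, sat 15 min at room temperature before fluorescence was read at 340 nm excitation/450 nm emission; a per-plate six-point 4-MU standard curve converted signals to dye-equivalent concentration at each compound concentration.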
Ub-GFP proteasome = inhibits proteasome, raising ubiquitin-GFP reporter fluorescence. AID 526. 67,000 tested, under 10 active. Potency, µM (highest dose often 45.9 µM), without a hit: at the top dose activation (GFP accumulation), usual class: activators. Ubiquitin-GFP reporter cells, proteasome inhibition, GFP fluorescence; response scale: untreated = 0%, 10 µM MG-132 = 100%; active = well fitted activation curve with a large enough effect, not every such curve was filed as active; inconclusive = small, poorly fitted or top-dose-only effect, or another doubt; inactive = no such curve, though single readings can be large or run the other way; note: potency is the fitted concentration of half-maximal effect
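U2OS cells expressing ubiquitin(G76V)-GFP, seeded overnight in 0.5% FBS medium, then treated 4 hr at 37 C across 46 uM to 2.9 nM. GFP-positive cells counted by laser cytometry (488 ex/515 em); %activity scaled between basal and 10 uM MG-132.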
BRCT PPI red = BRCT-phosphoprotein interaction inhibition (red fluorophore); BRCT-phosphopeptide binding, red fluorescence polarization; 0.03% of 75,000 active; Potency, µM (highest dose often 76.9 µM), for the others: at the top dose activity change, negative = inhibition, actives largely listed as inhibitors; P38398; AID 892; note: % is set by controls: 0 for no effect and ±100 for the full control effect
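Fluorescence polarization: 100 nM His-tagged BRCA1 BRCT with 100 nM TAMRA-labelled phospho-BACH1 decapeptide, phosphate buffer pH 7.3 with 150 mM NaCl, DTT, 0.01% Tween 20; 12 min RT. Binding inhibition seen as FP decrease.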
USP2a inh = blocks human ubiquitin-specific protease USP2a; Potency, µM (series often up to 38.3 µM), for inactives: at the top dose activity change, negative = inhibition, hits mostly inhibitors; 0.1% of 60,000 active; AID 927; USP2a enzymatic assay, qHTS inhibition; O75604;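 note: potency is the fitted concentration of half-maximal effect; nearly all actives have a fitted effect of over 60% in size; plate controls were DMSO for no effect and NEM full inhibition control for full effect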
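USP2 core (20nM final) preincubated 30 min RT with compound, then Ub-PLA2 20nM and NBD C6-HPC 20uM final added; buffer 20mM Tris-HCl pH 8.0, 2mM CaCl2. Fluorescence Ex 460/Em 535 read at 0 and 2.5 h; normalized to NEM.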
BRCT PPI green = inhibitors of human BRCA1 BRCT-phosphoprotein interaction (green fluorophore); P38398; BRCA1 BRCT-phosphopeptide binding, green fluorescence polarization; Potency, µM (top dose mostly 76.9 µM), without a hit: at the top dose activity change, negative = inhibition, usual class: inhibitors; 0.05% of 75,000 active; AID 875;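 note: potency is the fitted concentration of half-maximal effect; plate controls were peptide without protein for full effect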
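Compounds were incubated for 12 min at room temperature with a complex of 100 nM fluorescein-tagged pBACH1 decapeptide and 250 nM His-tagged BRCT protein. Buffer was phosphate pH 7.3 with EDTA, DTT and Tween 20. Disruption of binding lowers the polarization signal.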
HEK293 cAMP ctrl = parental HEK293 cAMP activation (counter-screen); Potency, µM (series often up to 57.1 µM), for the others: at the highest dose activation, most hits filed as activators; 2.5% of 73,000 active; parental HEK293 CNG cAMP sensor, membrane potential fluorescence; note: potency is the fitted concentration of half-maximal effect; % of control where 0% means no effect; nearly all actives have a fitted effect of over 55% in size
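Counterscreen for endogenous-receptor signalling: CNG-channel HEK 293 cells report cAMP rise by membrane depolarization. After 60 min dye equilibration with 100 uM RO 20-1724, compounds incubated 30 min before bottom-read fluorescence at 590 nm.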
Caspase-7 inhib = allosteric or competitive inhibitors of human caspase-7; AID 889; Potency, µM (titrated, usually from 57.5 µM), without a hit: at the highest dose activity change, negative = inhibition, most hits filed as inhibitors; 0.02% of 75,000 active; recombinant caspase-7, Ac-DEVD-AFC fluorescence rate; active = well fitted inhibition curve with a large enough effect in the main read-out, with a control signal flat, not every such curve was filed as active; inconclusive = small, poorly fitted or top-dose-only effect, or a change in a side signal; note: potency is the fitted concentration of half-maximal effect; % of control where 0% means no effect
A350 fluor = A350 region autofluorescence. Compound autofluorescence, 340/450 nm, Alexa 350 dye-equivalents; stronger effect = higher value. max dye-equivalent concentration, M. 11% of 59,000 active; in the data active = max dye-equivalent concentration above about 10 nM; inconclusive = mostly about 1.1 nM to 9.6 nM
Caspase-1 inhib = caspase-1 (human) inhibition, allosteric or competitive; P29466; Caspase-1 enzyme, Ac-WEHD-AFC fluorogenic rate; Potency, µM (doses to about 57.5 µM), for inactives: at the highest dose activity change, negative = inhibition, hits mostly inhibitors; 0.03% of 75,000 active; AID 900;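 note: potency is the fitted concentration of half-maximal effect; plate controls were vehicle for no effect and no substrate for full effect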
The depositor's hits bear a star; i = inactive; u = inconclusive; x = no result given; [ ] = dose if it differs, or a comment. Unless noted, calls come from the whole dose curve; as a rule, active = well fitted curve in the direction sought with a large enough effect; inconclusive = small, poorly fitted or top-dose-only effect, or another doubt; inactive = no such curve, though single readings can be large; an effect the other way counts as inactive or inconclusive. Some of the compounds tested. The share of hits here may be higher or lower than overall.

Order of results – Epigenetic mod	Fluorescein autfl	4MU fluor	Ub-GFP proteasome	BRCT PPI red	USP2a inh	BRCT PPI green	HEK293 cAMP ctrl	Caspase-7 inhib	A350 fluor	Caspase-1 inhib
- CC[C@H](CC[C@H](C)[C@@H]1CC[C@@H]2[C@H]3CC=C4C[C@@H](O)CC[C@]4(C)[C@H]3CC[C@]21C)C(C)C
→ 2%[20.6 µM]	u	i	-1%[20.5 µM]	-1.2%[34.4 µM]	6%[17.1 µM]	-1.8%[34.4 µM]	8%[25.6 µM]	3%[25.7 µM]	i	-3%[25.7 µM]
- COc1ccccc1-c1cc(-n2ccnc2)ncn1
→ 5%[9.22 µM]	u	u	0%	-3.2%	9%	-0.8%	32µM*	-5%	u	0%
- O=C(CCCOc1ccc(Cl)cc1)N1CCOCC1
→ -4%	i	i	-4%	0.9%	u	-1.9%	2%	-3%	i	-1%
- O=C(Cc1cccs1)Nc1nc2c(s1)CCCC2
→ -3%	i	i	4%	0.3%	7%	1.1%	-3%	-2%	i	-1%
- CC1CN(C(=O)c2ccc(COCC(F)(F)F)o2)CC(C)O1 (stereo not drawn)
→ -2%	u	i	-3%	0.3%	9%	-0.8%	-1%	4%	i	-1%
- COc1cc(-c2nc(S(=O)(=O)c3ccc(C)cc3)c(N(C)C)o2)cc(OC)c1OC
→ 0%	u	i	1%	-0.3%	23%	-0.8%	2%	-2%	i	2%
- CC(C)C[C@@H](NC(=O)OCC1c2ccccc2-c2ccccc21)C(=O)O
→ -1%	x	x	7%	0.9%	x	0.9%	17%	0%	x	-2%
- CC(=O)N(C)c1ccc(OCC(O)CN(Cc2ccco2)S(=O)(=O)c2ccc(C)cc2)cc1 (stereo not drawn)
→ 21%	u	i	4%	-3.2%	9%	-1.4%	-1%	0%	i	3%
- O=C(c1noc2c1CCCC2)N1CCN(Cc2ccccc2)CC1
→ 5%	i	i	-4%	-0.2%	-19%	0.1%	-5%	0%	i	-1%
- COc1ccc(OC)c(-n2c(CN3CCC(C(N)=O)CC3)nc3ccccc3c2=O)c1
→ 0%	i	i	1%	-0.7%	6%	1.6%	13%	-1%	u	-2%
- COC(=O)c1ccccc1NC(=O)C1CCCN(c2nnc(-n3cccc3)s2)C1 (stereo not drawn)
→ -3%	x	x	-6%	-0.5%	x	0.9%	u	-5%	x	-5%
- CN1CCN(CC(=O)Nc2cccc3ccccc23)CC1
→ 6%[9.22 µM]	i	i	2%[9.17 µM]	-2.5%[15.4 µM]	x	-5.9%[15.4 µM]	18%[11.4 µM]	1%[11.5 µM]	i	0%[11.5 µM]
- COc1ncc2nc(C)c(=O)n(Cc3cccs3)c2n1
→ -3%[9.22 µM]	u	i	3%	-0.4%	34%[activator]	7.2%	20%[2.29 µM]	-4%	i	-3%
- CCOC(=O)c1c(C)[nH]c(C(=O)OCC(=O)N2CC(C)OC(C)C2)c1C (stereo not drawn)
→ -2%	u	i	0%	-2.2%	-4%	0.3%	-3%	0%	i	-2%
- O=C(CSc1nnc(CNc2ccc(F)cc2)n1Cc1ccco1)NC1CC1
→ 2%	i	i	-5%	1.1%	4%	-1.5%	-8%	0%	i	1%
- CCN(CC)c1nc(Nc2ccccc2)nc(Oc2ccc(=O)[nH]n2)n1
→ 4%	i	i	0%	-1.0%	35%[activator]	4.9%	14%	-11%	i	-6%
- Clc1ccccc1-c1nnc2sc(-c3ccc(Br)o3)nn12
→ -2%	i	i	1%	-0.1%	-2%	-1.1%	10%	-1%	i	0%
- COC(=O)[C@H]1C[C@@H]1[C@H](NC(=O)OCc1ccccc1)c1ccccc1
→ x	x	x	x	1.3%	x	-2.7%	21%	0%	x	-1%
- Nc1ccc(Sc2nnnn2-c2ccccc2)c(Cl)c1
→ 2%	u	i	-5%	-1.4%	-1%	0.7%	17%	1%	u	-1%
- O=S(=O)(c1ccc(F)c2ccccc12)N1CCCCC1
→ -3%	u	i	0%	0.1%	5%	-1.3%	32µM*	-1%	i	1%

In a second layout: entries from further up.
CC1CN(C(=O)c2ccc(COCC(F)(F)F)o2)CC(C)O1 (stereo not drawn)
  Epigenetic mod = -2%; Fluorescein autfl = u; 4MU fluor = i; Ub-GFP proteasome = -3%; BRCT PPI red = 0.3%; USP2a inh = 9%; BRCT PPI green = -0.8%; HEK293 cAMP ctrl = -1%; Caspase-7 inhib = 4%; A350 fluor = i; Caspase-1 inhib = -1%

COc1cc(-c2nc(S(=O)(=O)c3ccc(C)cc3)c(N(C)C)o2)cc(OC)c1OC
  Epigenetic mod = 0%; Fluorescein autfl = u; 4MU fluor = i; Ub-GFP proteasome = 1%; BRCT PPI red = -0.3%; USP2a inh = 23%; BRCT PPI green = -0.8%; HEK293 cAMP ctrl = 2%; Caspase-7 inhib = -2%; A350 fluor = i; Caspase-1 inhib = 2%

CC(C)C[C@@H](NC(=O)OCC1c2ccccc2-c2ccccc21)C(=O)O
  Epigenetic mod = -1%; Fluorescein autfl = x; 4MU fluor = x; Ub-GFP proteasome = 7%; BRCT PPI red = 0.9%; USP2a inh = x; BRCT PPI green = 0.9%; HEK293 cAMP ctrl = 17%; Caspase-7 inhib = 0%; A350 fluor = x; Caspase-1 inhib = -2%

CC(=O)N(C)c1ccc(OCC(O)CN(Cc2ccco2)S(=O)(=O)c2ccc(C)cc2)cc1 (stereo not drawn)
  Epigenetic mod = 21%; Fluorescein autfl = u; 4MU fluor = i; Ub-GFP proteasome = 4%; BRCT PPI red = -3.2%; USP2a inh = 9%; BRCT PPI green = -1.4%; HEK293 cAMP ctrl = -1%; Caspase-7 inhib = 0%; A350 fluor = i; Caspase-1 inhib = 3%

More results follow.
Order of results – Epigenetic mod	Fluorescein autfl	4MU fluor	Ub-GFP proteasome	BRCT PPI red	USP2a inh	BRCT PPI green	HEK293 cAMP ctrl	Caspase-7 inhib	A350 fluor	Caspase-1 inhib
- c1ccc(CNCCN2CCNCC2)nc1
→ 2%	u	i	8%[9.17 µM]	-1.8%	1%	-3.6%	u	-3%	i	-3%
- COC(=O)C/C=C\[C@H](C)[C@@H](OC)c1ccccc1Br
→ x	x	x	x	-2.9%[15.4 µM]	x	-2.9%[15.4 µM]	-2%[11.4 µM]	-1%[11.5 µM]	x	0%[11.5 µM]
- CCOC(=O)c1cccc(C(=O)OCC)n1
→ -2%	i	i	-14%	-0.3%	-5%	-1.1%	4%	2%	i	1%
- Cc1cnc(CNc2ccnc(-c3ccccc3C)n2)cn1
→ -3%[9.22 µM]	i	i	-4%	0.0%	0%	-1.1%	u	-3%	i	-3%
- Cc1nc2cncnc2n(-c2ccccc2)c1=O
→ -5%[9.22 µM]	u	i	-9%	1.0%	16%	-0.7%	27%	-4%	i	-6%
- O=C(COc1ccccc1)Nc1cccc(-c2nnc(-c3ccccc3)o2)c1
→ 4%	i	i	x	-0.1%	19%	0.3%	25µM*	-1%	i	-1%
- COc1ccccc1-c1cc(C(=O)Nc2c(F)cc(F)cc2Br)no1
→ -2%	i	i	0%	-0.4%	0%	-0.6%	u	0%	i	-1%
- Cc1cccc(N(CC(=O)NCc2ccco2)C(=O)CCC(=O)Nc2ccccn2)c1
→ 0%	i	i	-1%	-0.3%	9%	-2.9%	11%	1%	i	0%
- C=CCn1c(SCc2cc(C(=O)OC)c(C)o2)nnc1-c1ccncc1
→ 6%	i	i	4%	-3.2%	6%	-1.0%	9%	x	i	-4%
- CCSc1nnc(-c2ccc(S(=O)(=O)N3CCCC3)cc2)n1C
→ -1%	u	i	-5%	-1.6%	-11%	-8.5%	-2%	-2%	i	3%
- COC(=O)c1ccc(C(/C=C/[C@@H](C)C(=O)NCc2cc(C)n(C)n2)NC(=O)OCc2ccccc2)cc1 (stereo partly drawn)
→ x	x	x	x	1.3%	x	-3.6%	12%	0%	x	-2%
- CCN1CCC[C@H]1CNC(=O)c1c(OC)ccc(Br)c1OC
→ -1%	i	i	3%	2.4%	4%[17.1 µM]	0.4%	17%	-1%	i	-2%
